Screens (PubChem BioAssay)
UBC13 polyUb: UBC13 polyubiquitin chain formation inhibitors, primary screen, biochemical, TR-FRET, uHTS. AID 485273, 2010. 0.47% of 330,000 active. inhibition, % at 20 µM; in the data active = inhibition above about 45%, passing the limit was not always enough
HKDC1 inh: HKDC1 hexokinase inhibitors, primary screen, biochemical, fluorescence, uHTS. recombinant HKDC1, G6PDH/diaphorase resazurin coupled fluorescence. inhibition, % at 20 µM. 0.16% of 340,000 active. AID 493160, 2011;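 active = inhibition above about 35% when tested at 20 µM, limit read from the data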;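 note: plate controls were DMSO wells with enzyme for no effect and DMSO wells lacking enzyme for full effect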
Target sequence (Q2TB90 whole entry, looked up): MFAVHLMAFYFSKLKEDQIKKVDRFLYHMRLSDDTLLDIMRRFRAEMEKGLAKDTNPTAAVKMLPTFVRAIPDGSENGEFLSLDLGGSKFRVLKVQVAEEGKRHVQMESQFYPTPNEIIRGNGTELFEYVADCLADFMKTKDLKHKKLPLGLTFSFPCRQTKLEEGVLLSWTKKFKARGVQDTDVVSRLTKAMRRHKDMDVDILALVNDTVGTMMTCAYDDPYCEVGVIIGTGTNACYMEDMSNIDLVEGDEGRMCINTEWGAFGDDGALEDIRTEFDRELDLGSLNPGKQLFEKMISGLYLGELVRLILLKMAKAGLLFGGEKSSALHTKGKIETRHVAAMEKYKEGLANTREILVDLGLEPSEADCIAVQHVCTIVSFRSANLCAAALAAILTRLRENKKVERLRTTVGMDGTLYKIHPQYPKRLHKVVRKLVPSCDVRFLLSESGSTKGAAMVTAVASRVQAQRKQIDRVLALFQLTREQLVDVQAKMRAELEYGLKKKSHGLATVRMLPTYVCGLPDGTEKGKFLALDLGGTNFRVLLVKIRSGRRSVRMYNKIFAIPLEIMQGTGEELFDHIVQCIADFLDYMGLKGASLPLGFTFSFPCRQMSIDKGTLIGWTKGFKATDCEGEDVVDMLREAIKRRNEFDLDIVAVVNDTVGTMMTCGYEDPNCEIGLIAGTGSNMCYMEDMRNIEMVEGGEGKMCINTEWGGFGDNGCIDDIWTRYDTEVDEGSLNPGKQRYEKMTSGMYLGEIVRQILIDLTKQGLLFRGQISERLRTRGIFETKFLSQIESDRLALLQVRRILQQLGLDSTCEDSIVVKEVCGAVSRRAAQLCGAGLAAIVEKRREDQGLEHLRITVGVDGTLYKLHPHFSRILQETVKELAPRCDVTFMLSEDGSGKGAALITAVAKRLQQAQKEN
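Test system: Recombinant HKDC1 (HK5) hexokinase enzyme, produced in-house | Input: HKDC1 at 5 µg/mL | Buffer or medium: Tris pH 8.0 buffer with MgCl2, Tween-20, BSA, BME | Schedule: 90 min reaction incubation at room temperature, dark | Technique: Resazurin-to-resorufin fluorescence via G6PDH and diaphorase coupling, 525/613 nm | Controls: DMSO wells with and without enzyme mix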
697 NFkB inh: inhibitors of PMA/ionomycin-induced NF-kB reporter, 697 cells, primary screen, B-cell NF-kB inhibitor project, cell-based, luminescence, uHTS; 697 B-cell NF-kB luciferase reporter, 16 h; inhibition, % at 4 µM; 0.33% of 330,000 active; AID 435022, 2010; in the data active = inhibition above about 35%
Jurkat NFkB inh: inhibitors of induced NF-kB luciferase reporter, primary screen, TCR NF-kB activation inhibitor project, cell-based, luminescence, uHTS. AID 435003, 2010. 0.53% of 330,000 active. Jurkat, PMA/ionomycin-induced NF-kB luciferase reporter. inhibition, % at 4 µM
Gli-Sufu block: Gli-Sufu pathway antagonists, primary screen, luciferase luminescence, Sufu-KO-LIGHT cells, uHTS | inhibition, % at 5 µM | Sufu-KO-LIGHT fibroblasts, Gli luciferase reporter luminescence | 0.74% of 340,000 active;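 active = inhibition above about 55%, limit read from the data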;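 note: 0% = DMSO-treated cells and 100% = wells with medium but no cells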
SENP8 block: SENP8 protease inhibitors, primary screen, biochemical, luminescence; Sentrin-specific protease 8 (Homo sapiens), Q96LD8; purified SENP8, Z-RLRGG-aminoluciferin cleavage; inhibition, % at 10 µM; 1.2% of 330,000 active
Target sequence (Q96LD8 whole entry, looked up): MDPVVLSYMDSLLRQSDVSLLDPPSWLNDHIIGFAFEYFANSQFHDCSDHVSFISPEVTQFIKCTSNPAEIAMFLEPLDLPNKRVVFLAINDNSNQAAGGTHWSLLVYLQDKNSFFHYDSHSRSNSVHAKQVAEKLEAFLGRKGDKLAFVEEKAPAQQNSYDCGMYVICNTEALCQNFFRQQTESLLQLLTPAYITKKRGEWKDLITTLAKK
SENP7 block: SENP7 protease inhibitors, primary screen, biochemical, luminescence, uHTS | AID 434973, 2010 | recombinant SENP7, Z-RLRGG-aminoluciferin luminescence, 40 min | 1.5% of 330,000 active | Sentrin-specific protease 7 (Homo sapiens), Q9BQF6 | inhibition, % at 5 µM;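 active = inhibition above about 50% at the single test dose, limit read from the data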;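 note: plate controls were DMSO with enzyme for no effect and no enzyme buffer wells for full effect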
Apaf-1 inh: inhibitors of human Apaf-1 apoptosome, primary screen, biochemical, DEVD-Rh110 fluorescence, uHTS; reconstituted apoptosome caspase-3 activity; inhibition, % at 20 µM; 0.71% of 330,000 active; AID 489030, 2010; active = inhibition of at least 40% at 20 µM;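 note: plate controls were DMSO wells for no effect and DEVD-CHO caspase inhibitor wells for full effect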
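System: reconstituted apoptosome with Apaf-1, cytochrome c, caspase-9, procaspase-3, dATP; Signal: Rh110 fluorescence intensity; Schedule: 30 min compound preincubation, 50 min activation, room temperature; Reagent: cytochrome c trigger plus (Z-DEVD)2-Rh110 caspase-3 substrate.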
* hit, by the source's call; . = no result given. Cut-off read from the data, not from the text of the source, unless noted: active = inhibition above about 50%; inactive = the rest.

The first 2 entries (preview)
SMILES | UBC13 polyUb | HKDC1 inh | 697 NFkB inh | Jurkat NFkB inh | Gli-Sufu block | SENP8 block | SENP7 block | Apaf-1 inh
CNc1nc(CC(C)=O)ns1 | 2 | -6 | 7 | 2 | 9 | -1 | 6 | -5
COc1ccc(NC(=O)CCC(=O)NCc2ccco2)c([N+](=O)[O-])c1 | -7 | 1 | -23 | -21 | -6 | -7 | -3 | 9

This part in full, repeating the preview:
SMILES | UBC13 polyUb | HKDC1 inh | 697 NFkB inh | Jurkat NFkB inh | Gli-Sufu block | SENP8 block | SENP7 block | Apaf-1 inh
CNc1nc(CC(C)=O)ns1 | 2 | -6 | 7 | 2 | 9 | -1 | 6 | -5
COc1ccc(NC(=O)CCC(=O)NCc2ccco2)c([N+](=O)[O-])c1 | -7 | 1 | -23 | -21 | -6 | -7 | -3 | 9
Cc1ccc(-c2nnc(Nc3cccc(O)c3)c3ccccc23)cc1S(=O)(=O)NCCO | -6 | 0 | 20 | -1 | 5 | 0 | -1 | 11
CC(=O)Nc1cccc(NC(=O)CCCC(=O)O)c1 | -4 | 3 | 5 | 1 | -3 | -2 | -2 | -10
CC(=O)C[C@H](O)CC(=O)[C@@H]1OC(=O)CCCCCc2ccccc21 | 18 | -4 | 6 | -10 | 14 | 11 | -6 | -14
CCC(CC)NC(=O)CSc1ccc(S(=O)(=O)N2CCCCC2)cn1 | 5 | -3 | 0 | 13 | -5 | -19 | -6 | -2
COc1ccc(/C(C)=N/NC(=O)CCC(=O)Nc2ccc(Cl)cc2Cl)c(OC)c1 | -2 | -8 | -4 | -7 | 8 | -1 | 1 | 14
C/C(=N\NC(=O)c1cc2ccccc2cc1O)c1cccs1 | 1 | 6 | -125 | -34 | 2 | 86* | 89* | 8
Cc1cc(NC(=O)CSc2n[nH]c(-c3ccc(Cl)cc3Cl)n2)no1 | -2 | 3 | 19 | -15 | -5 | 3 | 5 | -7
CC(=O)CC(C)=NCCN=C(C)CC(C)=O | 4 | 3 | 24 | -9 | 3 | 2 | 7 | -25
CC(=O)c1cccc(Nc2nc(=O)c3cccnc3s2)c1 | 3 | 8 | 13 | 11 | -8 | -7 | -1 | -14
O=C(CSc1ccccc1C(=O)NCc1ccccc1)NC1CCCCCCC1 | 8 | 2 | -15 | 7 | 11 | -5 | -5 | 10
Cc1ccc(NC(=O)c2cccc(S(=O)(=O)N3CCN(C)CC3)c2)cc1F | -3 | -3 | -6 | -12 | -10 | -9 | -1 | 1
COc1ccc(N2C(=O)[C@H]3[C@@H](C2=O)C2c4ccccc4C=NN2[C@H]3C(=O)C(C)(C)C)cc1 (some centres not stated) | -1 | -6 | -3 | -7 | 3 | 9 | -4 | -8
COc1ccccc1C(=O)NCCC(=O)Nc1ccc(C)cn1 | 8 | -2 | -4 | 14 | 0 | -1 | 2 | -10
CC[C@]12c3[nH]c4ccccc4c3CCN1C(=O)C(CC(=O)NC(C)(C)C)C[C@@H]2C(=O)N1CCN(C(=O)C2CC2)CC1 (some centres not stated) | 5 | -6 | -2 | 4 | 5 | 0 | 1 | -8
Cc1cc(C)c(NC(=O)Nc2ccccc2)c(Cl)c1 | 6 | -10 | 12 | -1 | -11 | -2 | -2 | -5
Cc1c(Cl)cn2c(=O)cc(CN3CCN(c4ccc(F)cc4)CC3)nc2c1Cl | 0 | . | -2 | 5 | . | -1 | -5 | 11
CC(=O)c1ccc(N(CC(=O)NCc2ccc3c(c2)OCO3)C(=O)c2csnn2)cc1 | 11 | 1 | 16 | 4 | -9 | 0 | -6 | 2
Brc1ccc(CSc2ccc3nnc(-c4cccnc4)n3n2)cc1 | 8 | 11 | -19 | 8 | 26 | 1 | -10 | 16
CCOc1ccc(NC(=O)C2CCCN2S(=O)(=O)c2ccc(OCC)cc2)cc1 (configuration not stated) | 0 | -3 | -5 | 0 | -24 | 5 | 7 | 6
CN1CCN(c2ccc(NC(=O)c3ccc(Cl)cc3)cn2)CC1 | 1 | -5 | -21 | -18 | 5 | -1 | -14 | 8
Cc1ccsc1C(=O)NCCc1ccco1 | -14 | 4 | -19 | -18 | -35 | 4 | 7 | -4
COC(=O)NNC(=O)C(C)Oc1ccc(Cl)cc1Cl (configuration not stated) | 16 | 14 | 16 | 10 | 1 | 2 | -13 | -13
Cc1cc(/C=C2/SC(=O)N(CC(=O)N3CCCC3)C2=O)ccc1N1CCOCC1 | -22 | 3 | 21 | -1 | 0 | 4 | 11 | 6
N#CC1=C(N)Oc2n[nH]c(-c3ccccn3)c2C1c1c(F)cccc1Cl (configuration not stated) | 11 | -5 | -21 | -21 | -5 | -10 | -3 | 22
Nc1cc(Cl)ccc1N1CCCC1 | 9 | -1 | -12 | 12 | 8 | 1 | 7 | 2
CC(C)N1CCC(=NNC(=O)c2ccccc2[N+](=O)[O-])CC1 | 3 | -18 | -12 | 2 | 0 | 0 | -2 | -17
CC(C)c1nnc(NC(=O)c2c(O)c3cccc4c3n(c2=O)CCC4)s1 | 27 | -4 | -71 | -8 | -15 | 3 | -5 | 11
CC(C)c1cc(C(=O)NC2CCCc3c2cnn3-c2ccccc2F)no1 (configuration not stated) | -2 | -2 | -438 | -20 | 25 | -1 | 0 | 11
Cc1nnc2ccc(-c3ccc(NS(=O)(=O)c4ccccc4[N+](=O)[O-])cc3)nn12 | -20 | 16 | 15 | 5 | -7 | -8 | 0 | 4
C/C(=N\NC(=O)c1cccc(C)c1O)c1ccc(NC(=O)Cc2ccccc2)cc1 | -1 | 0 | -20 | -16 | -44 | 2 | 6 | 1
COc1cccc(OC)c1OCCCCCc1c(C)n[nH]c1C | 0 | -3 | -32 | -1 | 5 | -10 | 14 | 4
Cc1cc(C)nc(SC(C(=O)O)c2ccccc2)n1 (configuration not stated) | 7 | 0 | -5 | -5 | -3 | 4 | 4 | -8
COc1ccc(-n2nc3c(N4CCC(C(=O)NCc5ccccc5)CC4)nnc(C)c3c2C)cc1 | 36 | -5 | -13 | 22 | 10 | -4 | 0 | 7
CCOC(=O)c1c(S(=O)(=O)NCC(=O)Nc2cc(C)ccc2C)c(C)n(C)c1C | -6 | -3 | 8 | -3 | -9 | -4 | 9 | -5

Marked active in SENP7 block, among the entries above:
Structure	UBC13 polyUb	HKDC1 inh	697 NFkB inh	Jurkat NFkB inh	SENP7 block
C/C(=N\NC(=O)c1cc2ccccc2cc1O)c1cccs1	1	6	-125	-34	89*

(further entries)
SMILES | UBC13 polyUb | HKDC1 inh | 697 NFkB inh | Jurkat NFkB inh | Gli-Sufu block | SENP8 block | SENP7 block | Apaf-1 inh
COc1ccc(NC2c3ccccc3C(=O)N2Cc2ccco2)cc1OC (configuration not stated) | 4 | 4 | 9 | 9 | -1 | 3 | 9 | 10
CC1=NN(c2ccccc2)C(=O)C1C=Nc1ccc(N(C)C)cc1 (configuration not stated) | -21 | 9 | 10 | 4 | -10 | -8 | -7 | 38
COc1ccc(S(=O)(=O)N(C)CC(=O)NCCCn2ccnc2)cc1Cl | 0 | 4 | 7 | -10 | 15 | -5 | 1 | -1
NS(=O)(=O)c1cccc(NC(=O)Cn2cc(C(F)(F)F)cc(Cl)c2=O)c1 | 4 | -10 | 3 | 5 | 2 | 8 | -3 | -23
Cc1occc1-c1nnc(SCC(N)=O)o1 | 0 | -1 | -15 | -5 | -17 | 3 | 2 | -21
O=C(Nc1ccc2c(c1)OCO2)N1CCOCC1 | 1 | 2 | 4 | -11 | -4 | 0 | 12 | 12
Cc1ccc(CN(C(=O)c2cc(=O)c3cc(Cl)c(C)cc3o2)C2CCS(=O)(=O)C2)cc1 (configuration not stated) | 5 | -3 | -13 | 0 | 18 | -9 | -9 | 30
O=C(O)C1CC(=O)N(C2CCCCCC2)C1 (configuration not stated) | -6 | -5 | -12 | 9 | -10 | -1 | -2 | 1
Cc1ccccc1NC(=S)NCc1ccc2[nH]c3c(c2c1)CCCC3 | 14 | 5 | -1 | 8 | 4 | -1 | 4 | 18
O=C1CCCC2=C1C(c1ccco1)Nc1ccc(C(=O)c3ccccc3)cc1N2 (configuration not stated) | -31 | 10 | -13 | 27 | -9 | -1 | 7 | 26
CCc1cccc(NC(=O)CN(c2ccc(OC)cc2)S(=O)(=O)c2c(C)n[nH]c2C)c1 | -6 | 3 | -15 | 2 | 4 | -1 | 1 | 27
CC/C(C)=N\Nc1nc(-c2cc3cc(OC)ccc3oc2=O)cs1 | -16 | 1 | -36 | -44 | -39 | 12 | 4 | -9
COc1ccc(C2(C)NC(=O)N(CC(=O)NC(C)c3ccc(CC(C)C)cc3)C2=O)cc1 (configuration not stated) | 5 | 0 | -1 | -23 | -4 | 1 | 4 | 23
CCOc1ccc(N(CC(=O)NC2CCCCC2)C(=O)CSc2nnc(COc3ccccc3)o2)cc1 | -4 | -1 | -41 | 10 | 4 | 8 | 6 | 23
N#C/C(=C\c1ccc(-c2ccc([N+](=O)[O-])cc2)o1)C(=O)Nc1nc(-c2cccs2)cs1 | -89 | 9 | 9 | -11 | 70* | 9 | 0 | 5
Cc1cc(C(=O)NCCc2ccc(S(N)(=O)=O)cc2)no1 | 2 | 1 | 18 | -3 | 3 | 4 | -1 | -9
CCN(CC)S(=O)(=O)c1ccc(/C=C/C(=O)OCC(=O)Nc2ccc(S(N)(=O)=O)cc2)cc1 | -6 | 0 | 12 | -5 | -4 | -1 | 4 | 1
Nc1nnc(COc2ccc(Br)cc2Br)s1 | 3 | -7 | -149 | -72 | -65 | -1 | -1 | 10
Cc1cc(C)cc(N2C(=O)C3CC=CCC3C2=O)c1 (configuration not stated) | 7 | 2 | 9 | -9 | 4 | 6 | 5 | 0
O=C(O)COc1ccccc1/C=N/NC(=O)CSc1nc2ccccc2s1 | -4 | -5 | 3 | 3 | 4 | 1 | -2 | -1
CC(C)(C)Cc1nnc(NC(=O)c2ccc([N+](=O)[O-])cc2)s1 | -15 | -8 | -94 | -31 | -49 | -3 | 0 | 8
CN(Cc1ccc(Cl)cc1Cl)C(=O)CN1C(=O)NC2(CCCC2)C1=O | 3 | -1 | 3 | -7 | 26 | -6 | -10 | 7
Cc1cc(C)nc(NS(=O)(=O)c2cccs2)c1 | -5 | -3 | 12 | 15 | -11 | -1 | 6 | 0
N#CCC(=O)Nc1ccc(C(=O)NNC(=S)NC2CC2)cc1 | -3 | -7 | 0 | -6 | 1 | -12 | -8 | 4
CN(C)c1ccc(/C=N\Nc2nc(-c3ccccc3)cc(=O)[nH]2)cc1 | -17 | -1 | -20 | -8 | 21 | -3 | 7 | 3
O=C(CNc1n[nH]c(=O)[nH]c1=O)N/N=C/C=C/c1ccccc1 | -2 | -5 | 19 | 16 | 1 | 3 | -1 | -16
CCOc1cc(C=O)ccc1OS(=O)(=O)c1ccc(NC(C)=O)cc1 | -9 | -5 | -25 | 2 | -4 | -2 | -6 | -2
COC(=O)C1=NN(c2ccccc2)C2(S1)S/C(=C\c1ccccc1)C(=O)N2c1ccccc1 (configuration not stated) | -12 | -4 | 10 | 0 | 5 | 3 | -3 | 9
CCCN1C(=O)/C(=C/c2ccc(N3CCOCC3)cc2)NC1=S | -108 | -6 | -7 | 5 | 9 | 3 | -5 | 2

Sorted by formula weight (smallest number first): some entries from above
SMILES | UBC13 polyUb | HKDC1 inh | 697 NFkB inh | Jurkat NFkB inh | Gli-Sufu block | SENP8 block | SENP7 block | Apaf-1 inh
Cc1cc(C)c(NC(=O)Nc2ccccc2)c(Cl)c1 | 6 | -10 | 12 | -1 | -11 | -2 | -2 | -5
CC(=O)c1cccc(Nc2nc(=O)c3cccnc3s2)c1 | 3 | 8 | 13 | 11 | -8 | -7 | -1 | -14
CC[C@]12c3[nH]c4ccccc4c3CCN1C(=O)C(CC(=O)NC(C)(C)C)C[C@@H]2C(=O)N1CCN(C(=O)C2CC2)CC1 (some centres not stated) | 5 | -6 | -2 | 4 | 5 | 0 | 1 | -8
